# TRHR agonist: TRH receptor (human) agonism | P34981 | TRHR cells, calcium flux fluo-8, FDSS agonist mode | activation, % at 2 µM | actives 0.18% (n = 360,000) | AID 493084; note: 0% is about no effect
#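 Read-out: compound-evoked intracellular calcium rise in TRHR cells, fluo-8 dye, kinetic FDSS fluorescence at 1 s/cycle following a 10-cycle baseline. Cells cultured overnight before dye loading (30 min–1.5 h, RT).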
# D1 antag: human D1 dopamine receptor antagonism; HEK293 TREx D1 cells, calcium flux, dopamine EC80; active compounds read low; activity change, negative = inhibition, % at 10 µM; actives 3.2% (n = 360,000); AID 504652; in the data active = activity change below about -30%; note: % is set by controls: 0 for no effect and ±100 for the full control effect
# Target sequence (P21728 whole entry, looked up): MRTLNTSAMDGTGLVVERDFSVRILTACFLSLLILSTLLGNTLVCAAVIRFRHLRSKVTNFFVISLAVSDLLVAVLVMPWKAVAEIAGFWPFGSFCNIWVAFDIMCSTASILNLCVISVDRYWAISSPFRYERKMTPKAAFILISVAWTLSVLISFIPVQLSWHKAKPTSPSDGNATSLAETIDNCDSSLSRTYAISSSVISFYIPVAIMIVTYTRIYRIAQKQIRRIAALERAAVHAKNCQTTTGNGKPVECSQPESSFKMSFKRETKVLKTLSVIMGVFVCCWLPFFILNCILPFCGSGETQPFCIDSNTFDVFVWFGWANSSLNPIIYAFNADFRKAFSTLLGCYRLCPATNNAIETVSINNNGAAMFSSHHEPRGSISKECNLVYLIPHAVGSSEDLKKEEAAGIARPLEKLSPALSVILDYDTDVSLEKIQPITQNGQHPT
#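 Kinetic fluorescence of a calcium dye serves as the read-out. D1-expressing Hek293 Trex cells, induced overnight at 30 C, are exposed to compound for 180 s before an EC80 dopamine addition, then read 180 s further.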
# RXFP1 antag: antagonists of human relaxin receptor RXFP1; HEK293-RXFP1, relaxin-stimulated cAMP HTRF, 30 min; active compounds read low; Q9HBX9; activity change, negative = inhibition, % at 57.5 µM; actives 0.59% (n = 350,000);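 active = activity change of -60% or lower, but not beyond a set lower limit; inconclusive = change between -60% and -40%, or beyond the set limit; inactive = change above -40%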; note: % is set by controls: 0 for no effect and ±100 for the full control effect
# TRHR enhancer: TRH receptor (human) allosteric enhancement | enhancement, % at 2 µM | TRHR cells, fluo-8 calcium fluorescence, EC20 TRH enhancement | P34981 | actives 0.66% (n = 360,000); in the data active = enhancement above about 30%; note: 0% is about no effect
#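 Enhancer read-out: after compound pinning and an initial kinetic agonist-mode read, an EC20 of TRH (10 nM final) was injected and fluo-8 calcium signal (Ex 480/Em 530) followed at 1 s/cycle for 100 cycles in TRHR-expressing cells.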
# D2 antagonist: antagonizes the human D2 dopamine receptor; P14416; HEK293 TREx D2 cells, calcium flux, dopamine EC80; inhibition, % at 10 µM; actives 2% (n = 340,000); AID 485344; in the data active = inhibition above about 30%; note: 0% is about no effect
# Target sequence (P14416 whole entry, looked up): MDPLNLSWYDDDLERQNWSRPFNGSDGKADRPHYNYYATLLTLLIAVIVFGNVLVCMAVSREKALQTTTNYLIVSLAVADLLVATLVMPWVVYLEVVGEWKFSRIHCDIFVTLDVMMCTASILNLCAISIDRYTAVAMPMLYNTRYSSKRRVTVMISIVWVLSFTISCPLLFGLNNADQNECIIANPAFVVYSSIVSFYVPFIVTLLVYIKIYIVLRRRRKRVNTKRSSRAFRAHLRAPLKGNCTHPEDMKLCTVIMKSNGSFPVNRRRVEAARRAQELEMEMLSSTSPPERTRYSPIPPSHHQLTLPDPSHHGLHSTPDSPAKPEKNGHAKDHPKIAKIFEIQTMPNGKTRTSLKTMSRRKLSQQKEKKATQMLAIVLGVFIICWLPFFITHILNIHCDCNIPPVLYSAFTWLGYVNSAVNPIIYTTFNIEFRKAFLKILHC
#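 Dopamine at EC80 is the agonist stimulus; test compounds precede it by 180 s. Calcium flux read kinetically in a force-coupled, inducible HEK293 T-REx D2 cell line.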
# D1 agonist: human D1 receptor agonism | HEK293 T-REx D1 cells, calcium flux, agonist mode | activation, % at 2 µM | actives 1% (n = 360,000) | AID 504660; note: 0% is about no effect
#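 Tetracycline-induced HEK293 TREx D1 cells, force-coupled to calcium signalling, were dye-loaded with a no-wash calcium kit. Compound was pin-added after a 10 s baseline. Fluorescence was read kinetically at 1 cycle/s for 180 s, with calcium rises flagged as agonism.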
# D1 potentiator: potentiators of human D1 dopamine receptor | P21728 | HEK293 TREx D1 cells, calcium flux, dopamine EC20 potentiation | potentiation, % at 10 µM | actives 0.036% (n = 360,000); in the data active = potentiation above about 30%; note: 0% is about no effect
# D2 ag: activates the human D2 dopamine receptor; P14416; activation, % at 2 µM; AID 485358; HEK293 T-REx D2 cells, calcium flux agonist mode; actives 0.53% (n = 340,000);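 active = activation over 3 SD above normal in the single-dose calcium agonist read, cut at about 30% in these data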; note: 0% is about no effect
#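 Tetracycline-induced HEK293 Trex cells with D2 receptor force-coupled to calcium signaling, plated overnight at 30 C and loaded with no-wash calcium dye. Calcium flux read kinetically for 180 s after compound addition; responses flag agonists.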
# D2 PAM: D2 dopamine receptor (human) potentiation; P14416; HEK293 T-REx D2, calcium flux, EC20 dopamine potentiation; potentiation, % at 10 µM; actives 0.34% (n = 340,000); AID 485347;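 active = potentiation over 3 SD above the plate norm, cut at about 30% in these data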; note: 0% is about no effect
#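 Potentiation of an EC20 dopamine calcium response is measured in a force-coupled, tetracycline-inducible Hek293 Trex D2 line. Compound-only kinetic reads over 180 s flag agonists before dopamine addition.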
# Starred values were filed as active, the others as inactive; ? = inconclusive; nt = no result given. Cut-off read from the data, not from the text of the source, unless noted: active = activation above about 30%; inactive = the rest.
No.	Molecule	TRHR agonist	D1 antag	RXFP1 antag	TRHR enhancer	D2 antagonist
1	COC(=O)C1=C(C(=O)c2ccccc2)C(c2ccc(O)c(OC)c2)n2nnnc2N1 (centres undefined)	0.5	nt	-2.1	-5.2	8.9
2	COc1ccccc1NC(=O)CN1CCN(CC(=O)Nc2ccc(S(N)(=O)=O)cc2)CC1	0.6	-15.0	15.1	17.4	-1.0
3	Oc1c(C=Nc2ccccc2Cl)[nH]c2ccccc12	0.3	11.0	-24.4	6.0	nt
4	Cc1cc(=O)[nH]c(-n2nc(C)c(Oc3ccccc3O)c2C)n1	-0.8	6.4	2.5	3.1	-6.7
5	O=C(NCc1ccc(F)cc1)c1cc2cccc3c2n1CCS3	-0.5	-9.5	-5.0	-0.4	nt
6	COC(=O)c1c(C(=O)OC)c(C)n(Cc2ccco2)c1C	0.3	-68.4*	2.4	13.4	-5.2
7	O=C(CC(c1ccccc1)c1ccccc1O)NCc1ccccc1Cl (centres undefined)	0.8	2.5	-15.4	-4.7	7.8
8	CCn1cc2nc(SCc3cc(C)ccc3C)n(CCc3ccccc3)c(=O)c2n1	0.7	62.8	nt	-14.9	nt
9	CCC(=O)Nc1ccc(S(=O)(=O)Nc2c(C)nc3nc[nH]n3c2=O)cc1	-0.2	5.1	13.7	1.6	-1.9
10	COc1cccc(CCC(=O)N2CCC(n3nccc3NC(=O)C3CCOC3)CC2)c1 (centres undefined)	-0.1	3.8	4.3	-11.7	-9.8

No.	D1 agonist	D1 potentiator	D2 ag	D2 PAM
1	-0.7	-0.2	-0.5	-6.8
2	0.6	-8.2	0.2	7.2
3	2.4	0.8	nt	nt
4	5.4	8.7	2.0	2.1
5	5.0	-0.2	0.9	-4.6
6	1.5	-5.4	-0.1	1.7
7	4.7	2.4	-0.4	-10.0
8	11.0	9.1	0.7	4.4
9	1.5	-2.0	-0.4	5.1
10	2.2	19.5	-0.4	13.0

# For reference, some entries already given.
No.	Molecule	TRHR agonist	D1 antag	RXFP1 antag	TRHR enhancer	D2 antagonist
1	COC(=O)C1=C(C(=O)c2ccccc2)C(c2ccc(O)c(OC)c2)n2nnnc2N1 (centres undefined)	0.5	nt	-2.1	-5.2	8.9
2	COc1ccccc1NC(=O)CN1CCN(CC(=O)Nc2ccc(S(N)(=O)=O)cc2)CC1	0.6	-15.0	15.1	17.4	-1.0
3	Oc1c(C=Nc2ccccc2Cl)[nH]c2ccccc12	0.3	11.0	-24.4	6.0	nt

No.	D1 agonist	D1 potentiator	D2 ag	D2 PAM
1	-0.7	-0.2	-0.5	-6.8
2	0.6	-8.2	0.2	7.2
3	2.4	0.8	nt	nt

# The results go on.
No.	Molecule	TRHR agonist	D1 antag	RXFP1 antag	TRHR enhancer	D2 antagonist
11	COc1ccc(/C=C2\SC(=O)N(CCNC(=O)CCS(=O)(=O)c3ccc(C)cc3)C2=O)cc1	-1.3	-4.2	2.8	0.4	-11.5
12	CCCCOc1ccc(N=Cc2ccc[nH]2)cc1	0.5	2.7	-11.5	24.2	nt
13	Cc1ccc(CSc2nnc(Nc3ccc(C)cc3)s2)cc1	0.3	-1.1	-20.5	-6.9	4.1
14	Cc1cc(NC(=O)CN2C(=O)NC3(CCCCC3C)C2=O)no1 (centres undefined)	1.1	-19.6	-7.4	6.1	1.7
15	CCOc1cc(/C=C2/NC(=O)N(CC(=O)OC)C2=O)ccc1OC	-0.5	3.3	-17.3	12.9	-9.3
16	Cc1ccccc1-n1nc(C)c2cc(C(=O)N3CCN(S(=O)(=O)c4ccccc4)CC3)sc21	0.7	10.1	-3.2	-1.7	-0.6
17	Cc1cc(O)c(C(C)C)cc1NS(=O)(=O)c1ccccc1	-0.6	-10.2	7.7	-1.1	8.8
18	CC(=O)c1cccc(NC(=S)NNC(=O)c2ccco2)c1	0.3	0.4	13.7	0.7	-4.3
19	CCOC(=O)c1csc(Nc2nc3ccc(F)cc3s2)n1	0.6	-18.1	?	29.0	-5.0
20	COc1ccc(-c2cc(C(F)(F)F)nc(SCCC(=O)Nc3ccc(NC(C)=O)cc3)n2)cc1	0.3	7.9	nt	-6.4	nt

No.	D1 agonist	D1 potentiator	D2 ag	D2 PAM
11	-0.8	-1.1	0.4	2.6
12	0.5	0.4	nt	0.2
13	3.4	-2.7	-0.2	-7.1
14	25.9	-8.1	-0.8	16.6
15	-0.7	-7.0	0.2	3.5
16	1.8	-5.5	0.1	-19.0
17	5.1	-1.1	-0.1	-1.3
18	1.6	-1.0	0.3	15.1
19	1.7	-4.8	-0.3	5.9
20	0.6	-3.5	0.3	1.5

# D1 antag, entries above that show a hit
no.	canonical_smiles	TRHR agonist	D1 antag	RXFP1 antag	TRHR enhancer	D2 antagonist	D1 agonist	D1 potentiator	D2 PAM
6	COC(=O)c1c(C(=O)OC)c(C)n(Cc2ccco2)c1C	0.3	-68.4*	2.4	13.4	-5.2	1.5	-5.4	1.7

# Along the list, as entered above:
# Nos. 14–17 in D2 antagonist: 1.7, -9.3, -0.6, 8.8

# Later entries:
No.	Molecule	TRHR agonist	D1 antag	RXFP1 antag	TRHR enhancer	D2 antagonist
21	CCOc1ccc(N(CC(=O)NC2CCCCCC2)S(=O)(=O)c2c(C)noc2C)cc1	-0.9	3.4	nt	-0.7	0.7
22	COc1cc(CN2CCC(C(=O)N3CCC(C)CC3)CC2)cc(Br)c1O	-0.3	-6.1	1.2	-1.4	-3.6
23	Cc1cc(C)n(Cc2ccc(NC(=O)c3c([N+](=O)[O-])c(C)nn3C)cc2)n1	-0.7	nt	-11.2	4.3	7.7
24	CC(C)(C)C(=O)Nc1sc2c(c1C#N)CCN(Cc1ccccc1)C2	11.3	3.0	4.5	0.1	0.6
25	O=C(CCNC(=O)c1ccc(Br)cc1)Nc1cccc(S(=O)(=O)N2CCCCC2)c1	0.1	-3.5	-5.0	2.5	5.8
26	COc1ccc(C(=O)Nc2ccc3c(c2)nc(CCNC(C)=O)n3C)cc1	1.1	-4.8	-5.3	31.2*	-9.9
27	COc1cccc(C(=O)N2CCN(Cc3cc(Br)ccc3OC)CC2)c1	-0.6	-7.9	-2.4	-3.7	-7.9
28	O=C1Nc2ccccc2OC1CC(=O)N1CCCC1 (centres undefined)	0.4	-7.7	nt	10.6	9.3
29	COc1ccccc1C(=O)Nc1cccc(C(=O)OCc2cc(=O)n3ccsc3n2)c1	-0.8	4.5	-0.1	-4.5	nt
30	CN(CC(=O)Nc1cccc(F)c1)CC(=O)NC(c1ccccc1)c1ccccc1	-1.0	-21.6	-13.2	-16.0	12.6

No.	D1 agonist	D1 potentiator	D2 ag	D2 PAM
21	0.2	-4.9	0.5	8.0
22	0.1	0.0	0.3	-9.9
23	3.6	-1.4	-0.2	2.6
24	33.4*	5.8	8.6	4.3
25	2.4	4.2	-0.3	3.5
26	3.0	0.6	0.0	-10.7
27	0.4	2.4	-1.0	-19.3
28	13.4	5.7	-0.1	-7.4
29	0.4	0.9	0.2	12.6
30	0.2	3.8	-0.4	8.5

# (cont.)
No.	Molecule	TRHR agonist	D1 antag	RXFP1 antag	TRHR enhancer	D2 antagonist
31	CC1(C)Oc2ccc(C(=O)N/N=C/c3ccc(O)cc3)cc2NC1=O	-0.4	-11.6	1.7	-0.4	12.7
32	Cc1c(NC(=O)CN2C(=O)NC(C)(c3ccc(Cl)cc3)C2=O)c(=O)n(-c2ccccc2)n1C (centres undefined)	0.2	-13.9	-8.5	-7.3	-3.6
33	CCc1ccc(-n2c(N3CCN(c4cccc(Cl)c4)CC3)nc3ccccc3c2=O)cc1	1.0	17.2	-7.9	0.0	nt
34	COc1ccc(CC2(CO)CCN(Cc3nc(C(C)C)cs3)CC2)cc1	-1.5	-12.9	-1.0	-6.2	-27.9
35	O=C(OCc1nc2ccccc2s1)c1cccc(S(=O)(=O)N2CCOCC2)c1	-0.2	-1.9	1.7	5.1	-6.7
36	CCOC(=O)/C=c1\s/c(=C\c2ccc(C#N)cc2)c(=O)n1CC(=O)NCc1ccco1	0.5	-3.6	-14.5	-4.7	6.3
37	CSc1c(-c2ccccc2)nc2ccc(Cl)cc2c1C(=O)O	1.1	11.2	-5.0	-1.0	13.0
38	COc1cc([N+](=O)[O-])ccc1NC(=O)CCCOc1cccc(C)c1C	0.8	-10.8	-2.0	-2.8	21.1
39	Cc1ccc(-n2c(=O)c3sc4ccccc4c3n(CC(=O)NC3CCCC3)c2=O)cc1C	0.8	-44.7*	nt	-6.6	nt
40	CC(C)Cc1nc(Cl)c(C#N)c2c1CCC2	-0.4	14.7	-3.1	-1.1	17.0

No.	D1 agonist	D1 potentiator	D2 ag	D2 PAM
31	3.8	-6.5	-0.4	-10.1
32	1.8	3.6	-0.1	-0.1
33	0.9	1.3	0.3	-5.4
34	10.4	-4.5	0.1	-15.0
35	1.2	-6.0	0.0	2.2
36	4.4	-1.4	1.2	17.0
37	3.6	-1.6	0.0	-6.3
38	17.5	-3.8	3.7	-8.0
39	3.0	0.5	1.0	12.9
40	3.7	0.9	0.7	-4.3

# Next section:
No.	Molecule	TRHR agonist	D1 antag	RXFP1 antag	TRHR enhancer	D2 antagonist
41	COc1cc(Cl)cc(/C=C/c2ccc3ccccc3n2)c1OC(C)=O	-1.1	-1.4	-1.3	5.3	-5.0
42	Cc1cc(C(=O)OCC(=O)Nc2ccc(F)c(F)c2)c(C)o1	0.1	0.0	2.6	3.8	-3.7
43	CCOC(=O)N1CCC(NC(=O)CCC(=O)N2CCOc3ccc(Cl)cc32)CC1	-0.2	11.2	-1.8	-1.6	-14.9
44	NS(=O)(=O)c1ccc(NC(=O)/C=C/c2ccc3c(c2)OCO3)cc1	0.0	-47.5*	-5.4	-1.0	-10.4
45	CCCCOc1cccc(C(=O)N(Cc2cccs2)C2CCS(=O)(=O)C2)c1 (centres undefined)	-0.1	-6.8	-10.4	-5.5	6.6
46	COc1cc2c3c(c1OC)C1(C=CC(=NNC(N)=O)C=C1)CC3N(C(C)=O)CC2 (centres undefined)	0.6	-2.9	-3.8	-3.8	nt
47	Cc1nn(CCCC(=O)NCc2cccc(Cl)c2)c(=O)c2c1sc1ccccc12	0.2	-14.9	-10.4	-1.7	nt
48	Cc1cc(C(=O)CSc2nc3ccccc3c(=O)n2C)c(C)n1Cc1ccc2c(c1)OCO2	-0.2	4.4	-20.5	2.0	2.5
49	S=C(NCCc1ccc(Cl)cc1)NCc1ccco1	-0.6	1.0	-3.3	0.4	3.4
50	COc1ccccc1OCCCCNCCO	0.4	-11.9	24.9	-10.5	9.3
51	CCOC(=O)CN(C)S(=O)(=O)c1ccc(-c2cc(C(=O)OC)sc2C(F)(F)F)cc1	1.3	-25.2	7.2	-13.1	3.5
52	O=c1oc2ccc3ccccc3c2cc1-c1nnc(Nc2cccc(F)c2)s1	-0.9	2.2	4.1	-6.2	nt

No.	D1 agonist	D1 potentiator	D2 ag	D2 PAM
41	3.3	-1.4	-1.9	14.4
42	3.8	-0.3	-0.3	-2.9
43	2.9	-6.7	-0.2	-20.6
44	3.6	8.0	1.6	9.7
45	0.4	-2.7	-0.6	8.7
46	3.9	5.4	nt	nt
47	1.5	-0.5	-0.2	-2.3
48	-1.5	4.3	-0.2	4.1
49	3.1	0.0	-1.2	0.7
50	0.0	-17.9	-0.6	-14.4
51	13.1	-5.0	0.3	4.3
52	1.6	-0.1	0.7	-2.0

# Screens (PubChem BioAssay)
